Compound activity (PubChem)
NPC1 promoter act: qHTS Assay for NPC1 Promoter Activators; AID 485313, 2010; Potency, µM (titrated, usually from 9.22 µM), for inactives: top-dose activation, actives largely listed as activators; Huh7 NPC1 promoter luciferase reporter, 24 h; 320,000 compounds, 2.4% hits;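 also: potency is read from the fitted curve at half-maximal effect; % of control where 0% means no effect; nearly all actives have a fitted effect of over 60% in size; reporter is driven by a mutant NPC1 promoter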
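In 1536-well qHTS, Huh7 cells harboring an NPC1 promoter–luciferase construct received compound for 24 h; activation was quantified by luminescence following luciferase reagent addition.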
Menin-MLL TR inh: qHTS Assay for Inhibitors Targeting the Menin-MLL Interaction in MLL Related Leukemias: Competition With Texas Red Labeled MLL-derived Mutant Peptide. O00255. Menin + Texas Red MLL mutant peptide, fluorescence polarization. Potency, µM (titrated, usually from 61.6 µM), for inactives: at the top dose FP activity change, negative = inhibition, usual class: inhibitors. 270,000 compounds, 0.23% hits; active = well fitted inhibition curve with a large enough effect in the polarisation, with a control signal flat, not every such curve was filed as active; inconclusive = small, poorly fitted or top-dose-only effect, or effect the other way, or a change in a side signal; inactive = no such curve, though single readings can be large or run the other way; the % refers to the polarisation; also: potency is read from the fitted curve at half-maximal effect; % of control where 0% means no effect; many of its hits are not listed in these tables
Target sequence (O00255 whole entry, looked up): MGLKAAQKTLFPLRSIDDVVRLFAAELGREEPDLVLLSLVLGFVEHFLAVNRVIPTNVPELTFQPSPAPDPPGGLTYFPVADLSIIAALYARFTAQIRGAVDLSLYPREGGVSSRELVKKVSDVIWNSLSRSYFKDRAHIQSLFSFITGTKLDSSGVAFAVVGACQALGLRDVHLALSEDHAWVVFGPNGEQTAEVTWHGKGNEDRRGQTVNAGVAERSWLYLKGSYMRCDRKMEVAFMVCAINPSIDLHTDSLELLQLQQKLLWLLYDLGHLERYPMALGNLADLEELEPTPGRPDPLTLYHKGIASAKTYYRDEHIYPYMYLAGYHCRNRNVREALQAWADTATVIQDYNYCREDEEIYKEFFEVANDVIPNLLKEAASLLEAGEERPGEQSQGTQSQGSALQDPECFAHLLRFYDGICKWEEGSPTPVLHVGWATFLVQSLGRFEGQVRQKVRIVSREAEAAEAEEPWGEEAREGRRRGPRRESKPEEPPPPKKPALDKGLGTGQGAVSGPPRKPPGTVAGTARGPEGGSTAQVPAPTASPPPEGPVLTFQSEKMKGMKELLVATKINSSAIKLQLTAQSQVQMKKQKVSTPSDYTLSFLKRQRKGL
Rab9 promoter act: qHTS Assay for Rab9 Promoter Activators; Potency, µM (top dose mostly 9.22 µM), without a hit: at the highest dose activation, negative = inhibition, most hits filed as activators; Huh7 Rab9 promoter-luciferase reporter, luminescence, 24 h; AID 485297, 2010; 320,000 compounds, 2.8% hits; also: potency is read from the fitted curve at half-maximal effect; % of control where 0% means no effect; nearly all actives have a fitted effect of over 60% in size
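Huh7 cells stably carrying a Rab9 promoter-luciferase reporter, 1500 cells per well in OP-MEM I with 10% FBS, treated with compound 24 hours at 37C. Luciferase activity read by luminescence after 10 minutes with Amplite reagent.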
p53 reactivator: qHTS assay for re-activators of p53 using a Luc reporter; H1299 p53-A138V BP100-luciferase reporter, luminescence, 24 h; Potency, µM (doses to about 92.2 µM), inactives show top-dose activity change, positive = activation, usual class: activators; 320,000 compounds, 0.063% hits; also: potency is read from the fitted curve at half-maximal effect; % of control where 0% means no effect; nearly all actives have a fitted effect of over 45% in size
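p53-null H1299 cells stably carrying temperature-sensitive p53-A138V and a BP100-luciferase reporter were pinned with compounds (4-point, 1:5 series) and held 24 hrs at 37 deg C. Luminescence was read 10 min after detection reagent.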
Gal4-VP16 FLuc: VP16 counterscreen qHTS for inhibitors of ROR gamma transcriptional activity; Drosophila S2 Gal4-VP16 UAS-luciferase, luminescence, 20 h; Potency, µM (series often up to 53.6 µM), inactives show at the top dose activity, negative = inhibition, actives largely listed as inhibitors; 310,000 compounds, 3.5% hits; AID 2546, 2010;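 also: Gal4-VP16 expression switched on by copper sulfate through the metallothionein promoter; potency is read from the fitted curve at half-maximal effect; % is scaled to controls: 0 for no effect and ±100 for the full control effect; nearly all actives have a fitted effect of over 50% in size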
FLuc modulator: qHTS profiling assay for firefly luciferase inhibitor/activator using purifed enzyme and Km concentrations of substrates (counterscreen for miR-21 project). Luciferin 4-monooxygenase (Photinus pyralis), P08659. purified FLuc, Km substrates, luminescence inhibition. Potency, µM (doses to about 57.5 µM), for the others: top-dose activity change, negative = inhibition, most hits filed as inhibitors. 360,000 compounds, 6.9% hits;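 also: potency is read from the fitted curve at half-maximal effect; plate controls were vehicle for no effect and reference inhibitor for full effect; nearly all actives have a fitted effect of over 55% in size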
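Purified P. pyralis luciferase, 10 nM final, with Km-level 10 uM D-luciferin and 10 uM ATP in 50 mM Tris acetate pH 7.5, 10 mM Mg acetate, 0.01% Tween-20, 0.05% BSA; 6-point qHTS titration about 60 µM downward; luminescence read.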
BRCA1 expr act: qHTS Assay to Identify Small Molecule Activators of BRCA1 Expression; MCF7-BRCA1-FFLuc reporter, luminescence, 48 h; response scale: scaled: vehicle 0%, 10 µM genistein 100%; Potency, µM (highest dose often 46.1 µM), without a hit: at the highest dose activation, usual class: activators; 380,000 compounds, 1.1% hits; AID 624202, 2012; also: potency is read from the fitted curve at half-maximal effect; nearly all actives have a fitted effect of over 80% in size; some results filed as inactive show a strong effect at the top dose
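First, MCF7-BRCA1-FFLuc cells (2000/well) attach for 2 h; next, compounds are pin-added and incubated 48 h at 37 °C; finally, luciferase reagent is added and luminescence read after 15 min.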
Giardia kill: Small Molecules that selectively kill Giardia lamblia: qHTS; Giardia lamblia trophozoite viability; activity change, % at 7.66 µM, hits read low; 340,000 compounds, 0.15% hits; in the data active = activity change below about -80%; inconclusive = between about -30% and that limit;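 also: parasites exposed to compound for two days anaerobically before the ATP read; % is scaled to controls: 0 for no effect and ±100 for the full control effect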
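Trophozoites 100 cells/well + cpd; 48 hrs, 37 deg C, anaerobic. ATPLite 1-Step added, 15-30 min RT, luminescence read (ATP-based viability).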
RORgamma inh: qHTS for inhibitors of ROR gamma transcriptional activity | Drosophila S2 Gal4-RORgamma UAS-luciferase reporter, 20 h | 310,000 compounds, 5.4% hits | Potency, µM (doses to about 53.6 µM), for the others: top-dose activity change, negative = inhibition, usual class: inhibitors; also: potency is read from the fitted curve at half-maximal effect; % is scaled to controls: 0 for no effect and ±100 for the full control effect; nearly all actives have a fitted effect of over 60% in size
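In this cell-based reporter format, copper sulfate (700 uM final) drives Gal4–ROR gamma fusion expression from a metallothionein promoter in Drosophila Schneider cells; compounds preincubated 1 hr, reporter read after 20 hr at ambient temperature.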
ELG1 genotoxic: qHTS screen for small molecules that induce genotoxicity in human embryonic kidney (HEK293T) cells expressing luciferase-tagged ELG1. HEK293T ELG1-luciferase reporter, luminescence, 16 h. Potency, µM (series often up to 46 µM), for the others: at the highest dose activity change, positive = activation, actives largely listed as activators. 330,000 compounds, 1.3% hits. AID 504466, 2011; also: potency is read from the fitted curve at half-maximal effect; % of control where 0% means no effect; nearly all actives have a fitted effect of over 60% in size
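Genotoxic stress is detected as increased luminescence from luciferase-tagged ELG1 in HEK293T cells, measured with ONE-Glo after a 16 hr treatment at 37 °C.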
PKM2 activator: qHTS Assay for Activators of Human Muscle isoform 2 Pyruvate Kinase | Pyruvate kinase PKM (Homo sapiens), P14618 | Potency, µM (highest dose often 57.5 µM), inactives show top-dose activation, most hits filed as activators | 260,000 compounds, 0.34% hits | AID 1631, 2009 | purified PKM2, Kinase-Glo ATP luminescence, activation; response scale: 0% is enzyme alone, no compound; also: potency is read from the fitted curve at half-maximal effect; % is scaled to controls: 0 for no effect and ±100 for the full control effect; nearly all actives have a fitted effect of over 55% in size
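Purified hPK-M2 (>95%) run at intermediate activity with 0.1 mM ADP and 0.5 mM PEP in 50 mM imidazole pH 7.2, KCl, MgCl2; 1 h room temperature. ATP formed read by Kinase-Glo luminescence; normalized to uninhibited and no-enzyme controls.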
* = called active by the depositor; ? = inconclusive; / = no result given; [ ] = another dose, or the depositor's remark. Unless noted, calls follow the shape of the dose curve; as a rule, active = well fitted curve in the direction sought with a large enough effect; inconclusive = small, poorly fitted or top-dose-only effect, or another doubt; inactive = no such curve, though single readings can be large; an effect the other way counts as inactive or inconclusive. This is a subset (hit frequency here may not be typical).

Each structure is followed by: NPC1 promoter act	Menin-MLL TR inh	Rab9 promoter act	p53 reactivator	Gal4-VP16 FLuc	FLuc modulator	BRCA1 expr act	Giardia kill	RORgamma inh	ELG1 genotoxic	PKM2 activator
COC(=O)C1=C(c2ccc(F)cc2OCc2ccccc2)C[C@@H]2CC[C@H]1N2C(=O)NCc1cccc(OC)c1
  -5%	/	2%	4%	/	-2%	-41%	0	/	-9%	/
COc1cc(C2SCC(=O)Nc3c2c(C)nn3-c2ccccc2)cc(OC)c1OC (stereo not drawn)
  -2%	0%	-1%	3%	16%	1%	-1%	5	-7%	1%	-6%
C(#CCN1CCCCC1)COCc1ccccc1
  2%	-3%	14%	3%	-18%	-12%	28%	-14	3%	2%	-7%
CC(C)c1ccc(N=Nc2c(O)[nH]c(=O)[nH]c2=O)cc1
  ?	/	?	8%	7%	2.4µM*	/	?	3%	?	-2%
COC(=O)C1=C(c2ccc3ccccc3c2)C[C@@H]2CC[C@H]1N2C(=O)NCCCOC(C)C
  -1%	/	-2%	-9%	/	0%	-6%	-9	/	-5%	/
Cn1cccc1/C=C1\C(=O)NC(=O)N(Cc2ccco2)C1=O
  1%	18%	-6%	-4%	4%[10 µM]	0%	-3%	-7	-5%	6%	18%
O=C1NC(=O)C(=Cc2coc3ccccc3c2=O)C(=O)N1
  -1%	-3%	8%	6%	5%	?	-4%	-25	-23%	0%	-5%
CC(=O)O[C@@H]1[C@H]2CC[C@@H]3[C@]1(C[C@@H](OC(C)=O)[C@@]1(O)C([C@@H]4O[C@@H]4C1(C)C)[C@]3(C)O)C[C@@]2(C)O (stereo partly drawn)
  -1%	3%	-4%	-2%	-5%	3%	-9%	-28	3%	5%	7%
COc1ccc(C2(C#N)CCN(C)CC2)cc1
  8%	9%	0%	6%	-2%	-17%	-1%	-10	-10%	1%	-13%
COc1ccc(CC(=O)Nc2ccc(C#N)c(Cl)c2)cc1S(=O)(=O)N1CCOCC1
  -1%	/	4%	-8%	-18%	-9%	-30%	-4	5%	-10%	13%
Cc1cc(/C=C2\C(=O)NC(=O)N(c3cccc(F)c3)C2=O)c(C)n1-c1ccc(C(=O)O)c(Cl)c1
  -1%	23%	0%	/	0%	-18%	11%	-10	-21%	-2%	1%[11.5 µM]
C=C1C(=O)O[C@@H]2C[C@@H](C)[C@@H]3C4OC4C(=O)[C@@]3(C)[C@@H](O)[C@H]12 (stereo partly drawn)
  -45%[inhibitor]	/	-44%[inhibitor]	-15%	4µM*	-1%	-61%	-4	2.8µM*	?	0%
Cn1cccc1/C=C1\C(=O)NC(=O)N(Cc2ccccc2)C1=O
  -2%	/	-3%	0%	3%	2%	-3%	9	-16%	13%	-14%
COCCOC(=O)C1=C(N)Oc2c(c(=O)oc3ccccc23)C1c1ccncc1 (stereo not drawn)
  -5%	12%	2%	13%	9%	0%	5%	-1	?	-1%	1%
O=C(Nc1ccc(Oc2ccc(Cl)cc2)c(Cl)c1)c1cc(I)cc(I)c1O
  -3%	?	-3%	6%	?	-17%	9%	10	?	-8%	-3%
CCOC(=O)C1(CCOc2ccccc2)CCN(Cc2cccc(O)c2)CC1
  0%	-15%	0%	/	22%	8%	/	6	-11%	-13%	-1%
CC(C)COP(=O)(OCC(C)C)C(O)c1cccnc1 (stereo not drawn)
  1%	-4%	-5%	-4%	1%	0%	39%	12	-2%	0%	-5%
O=C1Nc2ccc(Br)cc2C(c2ccccc2)=NC1O (stereo not drawn)
  2%	-5%	1%	-1%	-3%	1%	-27%	3	-13%	1%	/
CN1C[C@H](CO)C=C2c3cccc4[nH]cc(c34)C[C@H]21
  1%	1%	0%	-3%	-2%	-1%	11%	0	7%	-3%	3%
CCN1CCN(Cc2cc3c(cc2[N+](=O)[O-])OCO3)CC1
  -5%	24%	-1%	10%	-12%	-3%	16%	6	-44%	-1%	0%
CCCCOP(=O)(CN1CCOCC1)OCCCC
  -5%	-2%	-1%	-4%	-2%	1%	18%	10	16%	-2%	4%
CC(C)NS(=O)(=O)c1ccc(OCC(=O)N2CCN(C)CC2)cc1
  5%	-1%[11.7 µM]	1%	-1%	-10%	-3%	15%	7	?	0%	3%
CCOC(=O)c1sc(N=Nc2c(O)[nH]c(=O)[nH]c2=O)c(C(=O)OCC)c1C
  -1%	-29%	2%	3%	-20%	-2%	/	/	26%[10 µM]	-2%	-2%
O=C(c1ccc(Cl)cc1)C1CCCN(Cc2cccc3cccnc23)C1 (stereo not drawn)
  0%	-15%	-5%	-3%	-28%	-1%	-14%	-8	?	-7%	-3%
Cc1ccc(N/N=C/c2c(O)n(-c3ccccc3)c(=O)[nH]c2=O)cc1
  -3%	2%	1%	21%	0%	?	-11%	6	12%	?	1%
CCN(CC)P(=O)(Oc1ccccc1)Oc1ccccc1
  8%	/	0%	-6%	-8%	1%	-15%	14	26%	-5%	-15%
N/C(=N\[N+](=O)[O-])NCCCC(NC(=O)CNC(=O)c1ccccc1)C(=O)O (stereo not drawn)
  -4%	11%	0%	3%	7%	3%	26%	9	0%	0%	-1%
CN1CCC(n2nccc2N)CC1
  -1%	1%	1%	1%	2%	0%	49%	18	0%	0%	-4%
COc1ccc(N2C(=O)/C(=C/c3ccco3)C(=O)NC2=S)cc1
  0%	?	0%[1.84 µM]	-1%	1%	?	-12%	6	1%	-3%	/
c1ccc2sc(NC3=NCCN3)nc2c1
  ?	5%	?	?	2%	?	/	-2	-43%	-4%	-6%

Random excerpt: three entries already listed
Each structure is followed by: NPC1 promoter act	Menin-MLL TR inh	Rab9 promoter act	p53 reactivator	Gal4-VP16 FLuc	FLuc modulator	BRCA1 expr act	Giardia kill	RORgamma inh	ELG1 genotoxic	PKM2 activator
COc1ccc(CC(=O)Nc2ccc(C#N)c(Cl)c2)cc1S(=O)(=O)N1CCOCC1
  -1%	/	4%	-8%	-18%	-9%	-30%	-4	5%	-10%	13%
COC(=O)C1=C(c2ccc(F)cc2OCc2ccccc2)C[C@@H]2CC[C@H]1N2C(=O)NCc1cccc(OC)c1
  -5%	/	2%	4%	/	-2%	-41%	0	/	-9%	/
C(#CCN1CCCCC1)COCc1ccccc1
  2%	-3%	14%	3%	-18%	-12%	28%	-14	3%	2%	-7%

(continued)
Each structure is followed by: NPC1 promoter act	Menin-MLL TR inh	Rab9 promoter act	p53 reactivator	Gal4-VP16 FLuc	FLuc modulator	BRCA1 expr act	Giardia kill	RORgamma inh	ELG1 genotoxic	PKM2 activator
O=C(COc1ccccc1)N1CCN(CCN2C(=O)c3cccc4cccc(c34)C2=O)CC1
  -8%	-2%	0%	1%	1%	-2%	5%	9	12%	-6%	-4%
Cc1ccc(-n2c(C)cc(/C=C3/C(=O)NC(=O)N(Cc4ccco4)C3=O)c2C)cc1
  0%	-15%	-1%	-15%	-4%	19µM*	-6%	-6	-11%	1%	-2%
O=c1cc(C(F)(F)F)c2cc3c4c(c2o1)CCCN4CCC3
  0%	-10%	-8%	8%	12%	-3%	/	-4	4%	-11%	-10%
CC1N(O)C2CCCCCC2N1O (stereo not drawn)
  -1%	5%	1%	-3%	8%	2%[2.3 µM]	1%	3	-12%	-1%	?
COc1ccc(N2C(=O)NC(=O)/C(=C/c3cccc(OC(=O)c4cccs4)c3)C2=O)cc1Cl
  0%	12%	7%	?	14%	0%	-11%	0	-4%	3%	12%
O=C(N/N=C\c1ccc(COc2ccc([N+](=O)[O-])cc2)o1)c1cccc(Cl)c1
  -1%	?	-5%	-6%	2.5µM*	2%	-38%	1	1.8µM*	-12%	6%
CCCCSc1nc2c(cnn2-c2ccccc2)c(=O)n1N
  2.8µM*	-18%	1.8µM*	6%	7%	6.7µM*	/	12	2%	?	-9%
